# Bioassay records from PubChem BioAssay.
# PMI inhibition: human PMI inhibitors, high substrate, primary screen, biochemical, fluorescence intensity, high mannose 6-phosphate (AID 1220); recombinant PMI enzyme, coupled fluorescence intensity; higher % means a stronger effect; inhibition, % at 20 µM; hits with a dose series show IC50 in µM; actives 0.66% (n = 190,000)
# SV40 large T antigen: SV40 large T antigen inhibitors, biochemical (AID 1903); SV40 large T antigen ATPase/helicase inhibition assay; higher % means a stronger effect; one-dose inhibition, % at 20 µM; IC50 in µM for titrated hits; actives 0.39% (n = 310,000); in the data active = a potency from the dose series; inconclusive = inhibition mostly from about 32% at the one dose, without a potency; inactive = the rest, 99 in 100 with inhibition below about 32%; also: strong numbers were not always called active
# RSV CPE inhibition: inhibition of RSV-induced cytopathic effect – HEp-2 cells, primary 10 µM value included (AID 2391) | HEp-2 cells, RSV-induced CPE inhibition; higher % means a stronger effect | CPE inhibition, % at 10 µM, or IC50 in µM where a hit was titrated | actives 0.13% (n = 310,000); in the data active = a potency from the dose series; inconclusive = CPE inhibition mostly from about 23% at the one dose, without a potency; inactive = the rest, 99 in 100 with CPE inhibition below about 21%; also: strong numbers were not always called active
# West Nile antiviral: West Nile virus antiviral activity, cell-based, CPE readout (AID 1621). West Nile virus-infected cells, CPE inhibition; higher % means a stronger effect. CPE inhibition, % at 10 µM, or IC50 in µM where a hit was titrated. actives 0.02% (n = 290,000); in the data active = a potency from the dose series; inconclusive = CPE inhibition mostly from about 3.7% at the one dose, without a potency; inactive = the rest, 99 in 100 with CPE inhibition below about 2.2%; also: strong numbers were not always called active
# PMI inhibitors: inhibitors of human PMI, primary screen, biochemical, fluorescence intensity, coupled assay (AID 1209); purified PMI enzyme, coupled fluorescence intensity; higher % means a stronger effect; one-dose inhibition, % at 20 µM; IC50 in µM for titrated hits; actives 0.42% (n = 190,000);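 also: plate controls were DMSO vehicle for no effect and wells lacking substrate for full effect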
# CSM14.1 death rescue: rescue of cells from ER stress-induced death, primary screen, 384-well, CSM14.1, thapsigargin, ATP luminescence (AID 1222); 190,000 tested, under 10 active; cellular ATP content (survival), % at 20 µM, or EC50 in µM where a hit was titrated; CSM14.1 thapsigargin-induced death rescue, ATP luminescence; higher % means a stronger effect;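 active = EC50 below 50 µM in the dose-response confirmation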;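 also: death triggered by thapsigargin at about 15 µM added after 2 h compound pretreatment; cell ATP read after overnight thapsigargin exposure of roughly 18 to 22 hours; normalized against plate controls of thapsigargin alone and 5% DMSO vehicle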
# Salmonella PhoP GFP: inhibitors of PhoP regulon expression, primary screen, Salmonella Typhimurium, GFP reporter (AID 1863); S. Typhimurium PhoP-regulated promoter GFP reporter, 4 h; higher % means a stronger effect; inhibition, % at 50 µM, or IC50 in µM where a hit was titrated; actives 0.16% (n = 300,000);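 active = inhibition over 29.93%, a cutoff 3 SD above the screen mean, later confirmed by dose response; inconclusive = inhibition over 29.93% but no dose response follow-up; inactive = inhibition at most 29.93% or unconfirmed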;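 also: 0% = low Mg2+ inducing control and 100% = high Mg2+ repressing control; strong numbers were not always called active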
# TNAP activators: stimulation of alkaline phosphatase TNAP activity – biochemical, luminescent, no phosphate acceptor, uHTS, primary screen (AID 1001); purified TNAP, luminescent activation assay, no phosphate acceptor; higher activation fold means a stronger effect; one-dose activation fold at 20 µM; EC50 in µM for titrated hits; actives 0.03% (n = 200,000); in the data active = activation fold from about 3, or a potency from the dose series; inactive = the rest, 99 in 100 with activation fold below about 1.6; also: many of its hits are not listed in these tables
# Insulin prom up: MIN6 insulin promoter up-regulation; MIN6 insulin promoter-GFP reporter, high-content imaging; stronger effect = higher value; z-score at 5 µM; actives 0.3% (n = 190,000); AID 1625;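 active = z-score above 3 at 5 µM with at least 500 cells counted in the well; inconclusive = wells under 500 cells, flagged as cytotoxic or low count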
# Insulin prom up cell count: also measured in Insulin prom up; calls as there; cell count; measured here: cytotoxicity, nuclei count;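 total cells summed across four imaged fields per well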
# * marks the source's active call; other numbers are inactive results; ? = inconclusive; / = not tested or not shown. Rule as the data show it, unless noted: active = inhibition above about 50%; inactive = the rest.
SMILES,PMI inhibition,SV40 large T antigen,RSV CPE inhibition,West Nile antiviral,PMI inhibitors,CSM14.1 death rescue,Salmonella PhoP GFP,TNAP activators,Insulin prom up,Insulin prom up cell count
COc1ccccc1C(=O)N/C(=C/c1ccccc1)C(=O)Nc1ccc(C(=O)O)cc1,-26%,6%,0.7%,0.9%,-25%,-1.4%,-7%,1.1,0.04,1153
COc1ccc(-n2c(C)cc(C(=O)COc3ccc(C)nc3[N+](=O)[O-])c2C)cc1,41%,11%,6.2%,-1.1%,22%,-1.3%,11%,0.9,-0.27,1210
Cc1ccc(-c2nc(CN3CCN(C(=O)C4CCCO4)CC3)cs2)cc1 (stereo not given),/,0%,4.5%,-1.3%,/,/,2%,/,/,/
Cc1[nH]n(-c2ccc(Cl)cc2)c(=O)c1C=NC12CN3CN(CN(C3)C1)C2,6%,7%,1.9%,-0.8%,9%,-0.1%,-3%,1.2,0.31,1323
CCOC(=O)C1CCN(C(=O)Cn2cnc3sc(C)c(S(=O)(=O)N4CCCCC4)c3c2=O)CC1,/,3%,1.4%,-0.4%,/,/,8%,/,/,/
CC1(C(=O)NC2CCCC2)CCC(=O)N1Cc1ccc2c(c1)OCO2 (stereo not given),-7%,2%,0.2%,0.3%,-1%,1.6%,-8%,1.1,-0.19,1412
O=C(Nc1ccc2c(c1)nc1n2CCCCC1)c1cc(S(=O)(=O)N2CCOCC2)ccc1Cl,-6%,2%,0.4%,-0.4%,-4%,2.3%,6%,1.1,?,/
O=C(Cn1c(=O)oc2ccccc21)N1CCN(c2ccc(N3CCOCC3)nn2)CC1,-6%,22%,0.2%,0.2%,-8%,1.3%,2%,1,-0.92,592
Brc1ccccc1OCCOCCOc1cccc2cccnc12,2%,-3%,?,-0.8%,5%,-1.4%,3%,1.1,/,/
Cc1ccn(C(CC(=O)c2ccc(Br)cc2)C(=O)O)n1 (stereo not given),-2%,9%,1.4%,-0.4%,-5%,-2.7%,11%,1.1,-0.56,922
COc1ccc(NC(=S)Nc2ccc3nsnc3c2)cc1,47%,7%,2.8%,11%,64%*,21%,9%,0.9,/,/
Cc1cc([N+](=O)[O-])nn1CC(=O)N1CCOCC1,-2%,0%,2.2%,-0.1%,-6%,0.9%,-1%,1.1,0.36,1578
Cc1ccc(NC(=S)Nc2cccc(S(=O)(=O)Nc3c(C)n(C)n(-c4ccccc4)c3=O)c2)cc1,2%,11%,-0.5%,0.0%,3%,-1.4%,-1%,1,-0.2,1617
Cc1cccc(OCCC(=O)OCC(=O)N2CCc3ccccc32)c1,14%,7%,5.5%,-0.3%,15%,-0.1%,0%,1.1,-0.24,1486
Cc1ccc(Oc2ncnc3sccc23)cc1,16%,-4%,2.1%,-0.8%,13%,-0.8%,9%,1.1,1.2,1295
C=CCN(c1ccccc1)S(=O)(=O)c1ccc2[nH]cc(C(=O)NCCOC)c(=O)c2c1,/,10%,1.2%,-0.4%,/,/,-1%,/,/,/
CCC(=O)Oc1ccc(C(=O)Nc2ccc3c(c2)OCO3)cc1,2%,7%,-2.5%,0.1%,0%,-0.3%,2%,1.1,0.44,1339
Cc1cc(C)n2nc(S(=O)(=O)NC(C)(C)C)nc2n1,-4%,9%,-1.0%,-0.3%,-10%,-0.5%,-2%,1,/,/
Cc1cc(NC(=O)CSc2cn(C)c3ccccc23)no1,7%,11%,2.2%,0.1%,-9%,-0.2%,8%,1.2,0.08,941
COc1ccc(S(=O)(=O)N(CC(=O)NCCCN(C)C)c2ccc(C)cc2)cc1OC,-3%,-3%,5.8%,-0.1%,-2%,-1.0%,-1%,1.1,-0.47,1622
COc1ccc(-c2cc3nc(C4CCN(C(=O)OC(C)(C)C)CC4)c(C(=O)O)cn3n2)cc1,4%,7%,12%,1.2%,5%,-1.0%,5%,1.1,1.8,1450
COc1ccccc1NC(=O)COc1ccc(/C=N/NC(=O)c2cccnc2)cc1,/,7%,4.1%,1.3%,/,/,-2%,/,/,/
S=c1nccc(-c2ccc(Cl)cc2)[nH]1,/,11%,9.4%,-0.6%,/,/,-8%,/,0.43,1427
COc1ccc(/C=C2/SC(=S)N(CCCC(=O)Nc3cccc(O)c3)C2=O)cc1,/,5%,6.5%,3.0%,/,/,1%,/,/,/
C=C(C)COc1ccc2c(C)c(C)c(=O)oc2c1OCC(=C)C,2%,-4%,0.5%,-0.5%,12%,2.8%,10%,1.1,0.49,1270
Nc1nc(CSc2nc3ccccc3s2)nc(N2CCCCC2)n1,8%,11%,-1.0%,-0.3%,-8%,-0.3%,-12%,1.1,-0.29,1337
CC(C)Sc1nc2ccccc2n1CC(=O)O,-3%,/,-1.5%,-0.2%,-7%,-1.1%,/,1.1,0.72,1402
c1ccc(CNc2ncnc3c2cnn3-c2ccccc2)cc1,-2%,1%,0.7%,0.7%,-3%,1.8%,-7%,1.1,0.95,1279
Cc1ccc2[nH]c(CNC(=O)c3ccc(F)cc3)cc2c1,/,11%,2.7%,-0.9%,/,/,-1%,/,/,/
CCOc1ccc(N2C(=O)CC(NCCNc3ccc([N+](=O)[O-])cn3)C2=O)cc1 (stereo not given),13%,9%,2.2%,0.2%,4%,0.3%,5%,1.1,0.03,1575
O=C(NCC1CCN(Cc2ccc(Cl)cc2)CC1)C1CCCN(c2ncnc3c2nc2n3CCCCC2)C1 (stereo not given),/,18%,4.9%,0.1%,/,/,-2%,/,/,/
COCCCNC(=O)/C(C#N)=C/c1c(N2CCN(c3ccccc3)CC2)nc2c(C)cccn2c1=O,/,4%,4.2%,-1.4%,/,/,15%,/,/,/
COc1ccc(-c2nc(CSCC(=O)NCCCN3CCCC3=O)c(C)o2)cc1OC,/,8%,1.3%,-0.1%,/,/,-8%,/,/,/
CCCCCCNc1c([N+](=O)[O-])c(=O)sc2ccccc12,-7%,6%,19%,-0.1%,-15%,2.6%,-2%,1,1.3,1014
O=C(Nc1nnc(C2=COCCO2)o1)c1ccc(Cl)cc1,-3%,5%,0.6%,0.2%,1%,-2.1%,-18%,1.1,-0.05,1334
COCCNC(=O)c1onc(CSc2ccc(C)c(C)c2)c1C(=O)O,4%,12%,-0.9%,0.3%,2%,3.7%,-9%,1.1,-0.3,1579
Cc1c(NC(=O)CN2CCC(C(N)=O)CC2)cccc1[N+](=O)[O-],-1%,0%,-0.1%,/,-1%,-1.1%,9%,1.1,-0.3,1287
O=S(=O)(NCCN1CCOCC1)c1ccc(Cl)s1,-1%,11%,1.2%,-0.2%,-5%,-0.8%,2%,1.1,0.2,1216
COC(=O)c1ccc(C2NC(=S)N(c3ccccc3)C(C)=C2C(=O)Nc2ccccc2OC)cc1 (stereo not given),-3%,10%,5.8%,0.2%,1%,1.2%,-8%,1,-0.3,853
N#CCSc1nnc2ccc3ccccc3n12,14%,3%,1.2%,0.1%,16%,/,8%,1,0.23,1192

# Sorted by heavy-atom count (ascending): 3 of the compounds above
SMILES,PMI inhibition,SV40 large T antigen,RSV CPE inhibition,West Nile antiviral,PMI inhibitors,CSM14.1 death rescue,Salmonella PhoP GFP,TNAP activators,Insulin prom up,Insulin prom up cell count
O=S(=O)(NCCN1CCOCC1)c1ccc(Cl)s1,-1%,11%,1.2%,-0.2%,-5%,-0.8%,2%,1.1,0.2,1216
COCCNC(=O)c1onc(CSc2ccc(C)c(C)c2)c1C(=O)O,4%,12%,-0.9%,0.3%,2%,3.7%,-9%,1.1,-0.3,1579
COC(=O)c1ccc(C2NC(=S)N(c3ccccc3)C(C)=C2C(=O)Nc2ccccc2OC)cc1 (stereo not given),-3%,10%,5.8%,0.2%,1%,1.2%,-8%,1,-0.3,853

# Next part.
SMILES,PMI inhibition,SV40 large T antigen,RSV CPE inhibition,West Nile antiviral,PMI inhibitors,CSM14.1 death rescue,Salmonella PhoP GFP,TNAP activators,Insulin prom up,Insulin prom up cell count
O=C(Cn1cccn1)N1CCCC(N2CCN(c3ccccc3F)CC2)C1 (stereo not given),/,6%,0.1%,-0.3%,/,/,3%,/,/,/
CC(=O)Nc1cccc(NC(=O)COc2nncc3ccccc23)c1,2%,9%,1.0%,-0.5%,17%,-2.0%,18%,1.1,0.44,1284
CCCS(=O)(=O)c1nc(S(=O)(=O)c2ccc(C)cc2)c(N2CCC(C)CC2)s1,/,6%,7.4%,0.2%,/,/,-4%,/,/,/
O=C(N/N=C/c1cc([N+](=O)[O-])ccc1N1CCNCC1)c1ccc([N+](=O)[O-])cc1,-8%,13%,2.3%,?,-8%,-2.7%,0%,0.9,/,/
COc1ccc(Cl)cc1C(=O)Nc1ccccc1N1CCN(C(=O)C(C)C)CC1,15%,11%,19%,0.9%,10%,0.2%,-10%,1.1,-0.13,1149
CCC(C(=O)Nc1ccc(S(=O)(=O)Nc2ncccn2)cc1)c1ccccc1 (stereo not given),/,-1%,0.2%,1.4%,/,/,8%,/,/,/
OCCC1CN(Cc2cn[nH]c2C2CCCCC2)CCN1C1CCCCC1 (stereo not given),/,4%,-1.6%,-1.2%,/,-0.3%,18%,1,-0.06,1152
O=C1/C(=C\c2ccc(O)c(O)c2)C(c2ccccc2)=NN1c1ccccc1,20%,21%,/,0.6%,42%,-1.5%,-5%,0.1,1.4,1380
Cc1cc(C)c(NC(=O)CN2C(=O)NC(CCc3ccccc3)C2=O)c(C)c1 (stereo not given),0%,3%,0.7%,-0.3%,-8%,-0.5%,-2%,1.1,0.04,1171
COCC1CCN(C(=O)C2CCN(c3nc(-c4ccccc4)nc4c3CCC4)CC2)C1 (stereo not given),/,7%,2.4%,0.1%,/,/,3%,/,/,/
CCOC(=O)C1=C(CN2CCCCCC2)NC(=O)NC1c1ccc2c(c1)OCO2 (stereo not given),-7%,-7%,-1.9%,-1.5%,-5%,/,-8%,1.1,0,1243
Cc1nc(C)c(C(=O)NNS(=O)(=O)c2ccc([N+](=O)[O-])cc2)s1,-38%,12%,0.1%,0.4%,-23%,21%,-6%,1.1,/,/
CC(C)(C)c1ccc(C(=O)Nc2ccc(NC(=O)c3ccco3)cc2)cc1,0%,0%,0.5%,0.3%,-2%,-0.8%,-3%,1.1,-0.47,1720
O=C1C(=O)N(CCc2c[nH]c3ccccc23)C(c2cccnc2)/C1=C(/O)c1ccccc1 (stereo not given),0%,8%,1.0%,-0.1%,-15%,1.7%,-9%,1.1,0.93,1566
O=C(N/N=C/C(Br)=C/c1ccccc1)c1cccs1,4%,/,13%,-1.6%,17%,0.8%,/,1,0.39,1518
c1ccc(-c2n[nH]c(-c3ccccn3)n2)cc1,11%,-2%,0.8%,0.0%,13%,-0.6%,-4%,0.3,-0.5,966
CCc1ccccc1Nc1nc2ccccc2n1C(C)C,3%,4%,-0.6%,0.0%,10%,-0.2%,4%,1.2,0.19,1468
O=C(NC1CC1)c1ccc(-n2cccc2)cc1,-9%,8%,2.9%,-0.2%,-3%,/,9%,1.1,0,1220
COc1cccc(/C=N/Nc2cc(-n3nc(C)cc3-c3ccccc3)ncn2)c1O,-14%,3%,-1.7%,?,5%,-3.0%,9%,1.8,0.08,1140
c1ccc(CN2CCC(N=C3NN=C(c4ccc5c(c4)OCCO5)CS3)CC2)cc1,8%,8%,-2.4%,-1.1%,15%,-0.6%,-6%,1.2,-0.84,1568
